Source: PubChem (National Center for Advancing Translational Sciences (NCATS))
KCNH2 3.1 inh = inhibitors of human KCNH2 3.1 potassium channel isoform. activity change, % (tested at about 1.8 µM). AID 720553. U2OS KCNH2 3.1, thallium flux FluxOr; active compounds read low. 340,000 tested, 0.95% active;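 active = maximum activity change below -70%; inconclusive = maximum activity change from -70% to -50%; inactive = maximum activity change above -50%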;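 also: thallium influx rate constant from kinetic fluorescence after stimulation buffer; % is scaled to controls: 0 for no effect and ±100 for the full control effect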
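FluxOr-based Tl+ influx in U2OS cells transduced with KCNH2 3.1 virus; rate constants normalized to DMSO controls.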
TCR act = activates T cell receptor signaling; primary human leukocytes, anti-CD3, IL-2 HTRF, 48 h; 330,000 tested, under 10 active; Potency, µM (series often up to 9.22 µM), without a hit: top-dose activation of IL-2 secretion, usual class: activators; also: % of control where 0% means no effect
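Primary human leukocytes incubated 48 hr with anti-CD3 beads plus compound, without co-stimulation. Secreted IL-2 measured by HTRF (europium cryptate/d2 anti-IL-2 pair, 320 nm excitation, 665 nm emission).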
ELG1 DNA repair = blocks ELG1-dependent DNA repair in HEK293T cells; HEK293T ELG1-luciferase reporter, luminescence, 16 h; DNA damage induced by 5-fluorouridine; Potency, µM (titrated, usually from 46.1 µM), for the others: at the highest dose activity change, negative = inhibition, hits mostly inhibitors; 330,000 tested, 2.3% active; AID 504467; also: potency is read from the fitted curve at half-maximal effect; % is scaled to controls: 0 for no effect and ±100 for the full control effect; nearly all actives have a fitted effect of over 55% in size
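Cells (2,000 per well) received 5-fluorouridine plus test compound or DMSO and were incubated 16 hr at 37 °C, 5% CO2. Luciferase activity was read by luminescence 30 min after ONE-Glo addition; signal suppression marked inhibition of damage-induced ELG1 function.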
TSHR antag = blocks TSH signaling through the human TSH receptor; activity change, negative = inhibition, % at 11.5 µM; TSHR-expressing cells, TSH-stimulated cAMP HTRF, 2 h; active compounds read low; 330,000 tested, 0.2% active;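 active = activity change below a set negative limit, meaning inhibition stronger than a set level, cut at about -70% in these data; inconclusive = activity change between two set negative limits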; also: % is scaled to controls: 0 for no effect and ±100 for the full control effect
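Read-out is FRET at 665 nm (cryptate excitation 337 nm) from a cryptate-tagged anti-cAMP antibody, competed by cell cAMP against cAMP-d2. Compounds are tested on freshly harvested TSHR cells challenged with 4nM TSH (EC80) for 2 hours at 37 deg C.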
TRPV1 ag = activates the human vanilloid receptor TRPV1. 320,000 tested, 0.19% active. TRPV1-expressing cells, Fluo-8 calcium influx, agonist mode. Q8NER1. activation, % at 8.33 µM; in the data active = activation above about 80%; inconclusive = between about 30% and that limit; also: 0% is about no effect
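Fluo-8 calcium influx in TRPV1-expressing cells, kinetic read (ex 480/em 520 nm). Compound added and read 3 min for agonist activity, followed by capsaicin at EC20 final and 2 min further read for enhancement.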
A-T KAP1 phos = potential ataxia-telangiectasia treatment; […] A-T fibroblasts, KAP-1 phosphorylation AlphaLISA; neocarzinostatin DNA damage 30 min before lysis; 320,000 tested, 0.19% active; Potency, µM (doses to about 57.5 µM), without a hit: top-dose activation, most hits filed as activators; AID 485349; also: potency is read from the fitted curve at half-maximal effect; % of control where 0% means no effect; nearly all actives have a fitted effect of over 45% in size
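ATM-like activity read as KAP-1 phosphorylation via AlphaLISA donor/acceptor antibody pairs after lysis and 6 hr at 25C. Cells were ATM-null patient fibroblasts ([…], hTERT), dosed 60 min, then exposed to the DSB inducer NCS for 30 min.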
USP2a block = inhibitors of human ubiquitin-specific protease USP2a; O75604; USP2 core, Ub-CHOP2 coupled fluorogenic reporter, 485/531; Potency, µM (doses to about 38.3 µM), for the others: at the highest dose activity change, negative = inhibition, actives largely listed as inhibitors; 330,000 tested, 0.01% active;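 also: potency is read from the fitted curve at half-maximal effect; plate controls were DMSO wells for no effect and full inhibition by NEM control for full effect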
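Cell-free coupled assay: 10nM USP2 core preincubated 30min RT with compound in Tris-HCl pH 8.0/CaCl2/CHAPS buffer, then 25nM Ub-CHOP2 and 25nM reporter substrate; fluorescence (Ex 485/Em 531) read after 60min RT, normalized to NEM inhibition, concentration-response curves fitted.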
Mito fusion act = inhibitors of mitochondrial division or activators of mitochondrial fusion | S. cerevisiae fusion-defective mutant growth rescue, CellTiterGlo 48 h | Potency, µM (top dose mostly 46.1 µM), inactives show at the top dose growth rescue (activation), usual class: activators | 320,000 tested, 0.23% active;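 also: potency is read from the fitted curve at half-maximal effect; % of control where 0% means no effect; nearly all actives have a fitted effect of over 45% in size; temperature-sensitive fusion mutants such as fzo1-1 at 37 °C on non-fermentable ethanol glycerol medium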
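S. cerevisiae fusion-defective temperature-sensitive mutants (e.g. fzo1-1, mgm1-5) grown 48 h at 37C in YPEG (ethanol/glycerol non-fermentable) medium with 23 nl compound per well; growth rescue read as CellTiterGlo luminescence.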
hERG WT inh = inhibitors of human wildtype KCNH2 potassium channel; AID 720551; activity change, % at 1.84 µM; U2OS, BacMam KCNH2, thallium flux FluxOr; active compounds read low; Q12809; 340,000 tested, 0.37% active;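 active = maximum activity change below -70%; inconclusive = maximum activity change between -70% and -50%; inactive = maximum activity change above -50%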; also: % is scaled to controls: 0 for no effect and ±100 for the full control effect
Target sequence (Q12809 whole entry, looked up): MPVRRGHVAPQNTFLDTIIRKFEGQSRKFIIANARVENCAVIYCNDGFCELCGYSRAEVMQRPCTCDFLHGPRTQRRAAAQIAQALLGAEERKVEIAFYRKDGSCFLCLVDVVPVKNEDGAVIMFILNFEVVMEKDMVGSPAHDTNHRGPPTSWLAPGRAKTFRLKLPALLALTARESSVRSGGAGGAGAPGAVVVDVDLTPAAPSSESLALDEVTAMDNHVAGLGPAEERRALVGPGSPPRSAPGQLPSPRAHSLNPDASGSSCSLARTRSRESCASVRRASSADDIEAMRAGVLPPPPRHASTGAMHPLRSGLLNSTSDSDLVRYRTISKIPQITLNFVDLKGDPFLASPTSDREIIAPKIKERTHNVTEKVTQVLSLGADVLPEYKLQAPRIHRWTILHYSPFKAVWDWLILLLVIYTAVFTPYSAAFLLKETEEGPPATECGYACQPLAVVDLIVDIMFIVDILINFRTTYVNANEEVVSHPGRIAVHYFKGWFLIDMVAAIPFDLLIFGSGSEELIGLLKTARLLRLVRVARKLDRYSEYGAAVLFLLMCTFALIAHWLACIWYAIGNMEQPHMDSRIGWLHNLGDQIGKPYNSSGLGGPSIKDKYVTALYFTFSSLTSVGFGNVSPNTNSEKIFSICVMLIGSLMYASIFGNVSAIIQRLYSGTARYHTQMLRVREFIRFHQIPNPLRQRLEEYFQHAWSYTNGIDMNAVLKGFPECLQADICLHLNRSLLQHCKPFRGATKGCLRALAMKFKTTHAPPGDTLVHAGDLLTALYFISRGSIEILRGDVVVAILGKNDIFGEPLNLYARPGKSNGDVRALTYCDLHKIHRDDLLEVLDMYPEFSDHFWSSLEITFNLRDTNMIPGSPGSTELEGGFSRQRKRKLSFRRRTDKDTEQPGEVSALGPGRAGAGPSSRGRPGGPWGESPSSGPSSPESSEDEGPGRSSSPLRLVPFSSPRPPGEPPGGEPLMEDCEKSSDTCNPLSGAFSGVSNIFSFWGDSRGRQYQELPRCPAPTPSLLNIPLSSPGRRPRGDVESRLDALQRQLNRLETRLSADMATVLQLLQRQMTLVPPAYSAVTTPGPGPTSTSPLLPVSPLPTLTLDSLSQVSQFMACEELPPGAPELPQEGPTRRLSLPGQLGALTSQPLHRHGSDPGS
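U2OS cells transduced with wild-type KCNH2 virus are loaded with FluxOr dye for 45 min, and thallium flux is measured in kinetic reads before and after stimulation buffer. Rate constants are normalized to DMSO controls.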
Eya2 inh = inhibitors of human Eya2 phosphatase activity. O00167. recombinant Eya2, OMFP fluorescence dephosphorylation (OMFP is methylfluorescein phosphate). Potency, µM (titrated, usually from 76.9 µM), for inactives: at the highest dose activity, negative = inhibition, most hits filed as inhibitors. 330,000 tested, 0.006% active; also: potency is read from the fitted curve at half-maximal effect; % is scaled to controls: 0 for no effect and ±100 for the full control effect
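Eya2 protein (added as 0.2 uM solution) was preincubated with compound for 10 min at ambient temperature in 50 mM HEPES pH 7.5, 50 mM NaCl, 5 uM MgCl2, 0.05% BSA, 1 mM DTT. OMFP (added at 50 uM) then reacted 10 min; fluorescence read at 485/525 nm.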
* = called active by the depositor; ? = inconclusive; / = no result given; & = joins results of further samples; [ ] = remark or other dose. Unless noted, calls follow the shape of the dose curve; as a rule, active = well fitted curve in the direction sought with a large enough effect; inconclusive = small, poorly fitted or top-dose-only effect, or another doubt; inactive = no such curve, though single readings can be large; an effect the other way counts as inactive or inconclusive. This is a subset. The share of hits here may be higher or lower than overall.

entry	Compound	KCNH2 3.1 inh	TSHR antag	Eya2 inh	ELG1 DNA repair	hERG WT inh	TRPV1 ag	A-T KAP1 phos	TCR act	Mito fusion act	USP2a block
1	Cc1cc(C)nc(N2CCC(C(=O)Nc3ccc4c(c3)CCC4)CC2)n1	31	2	4%	-1%	2	2	7%	0%	-1%	2%
2	Cc1ccc(S(=O)(=O)N2CCNC(=O)C2)c(C)c1	10	0	-15%	12%	0	0	3%	-1%	-4%	0%
3	Cc1ccc(NC(=O)CCNS(=O)(=O)c2ccc(Br)cc2)cc1S(=O)(=O)N1CCOCC1	-2	-20	-6%	-4%	-26	5	-15%	-1%	3%	0%
4	CCOC(=O)CNC(=O)Cn1cnc2c(nnn2-c2ccc(C)cc2)c1=O	-9	-1	14%	1%	1	-3	-2%	-1%	0%	3%
5	COc1ccc(NC(=O)C2=CC(c3ccc(OC)c(OC)c3)=NS(=O)(=O)N2C)cc1	-5	-19	5%	?	-1	-2	1%	14%	2%	2%
6	COc1ccc2c(C)nc(N/C(N)=N/S(=O)(=O)c3ccc(C)cc3)nc2c1	-1	7	-3%	?	-15	-2	-2%	-1%	12%	0%
7	CC(=O)N1CCN(S(=O)(=O)c2cccc(C(=O)NNC(=O)COc3c(C)cccc3C)c2)CC1	20	-7	-1%	10%	2	/	18%	-5%[46.1 µM]	/	3%
8	O=C(NCc1n[nH]c(=S)n1-c1ccccc1)c1ccc(S(=O)(=O)N2CCOCC2)cc1	15	-4	-7%	-1%	8	0	1%	2%	-2%	-1%
9	N#Cc1c(NCCO)nc(NCc2ccccc2)c2c1CCN(Cc1ccccc1)C2	0	-2	-3%	-25%	37	0	6%	-4%	-1%	3%
10	N=c1ccccn1CC(O)COc1ccccc1 (stereo not drawn)	-4	-2	0%	-1%	7	-1	5%	1%	3%	-1%
11	Cc1cc(C)cc(NCCC#N)c1	1	7&9	2%&1%	?	-9	5&0	-7%&4%	7%	2%&1%	1%&3%
12	N#C/C(=C/c1ccccc1)c1nn(CCO)c(N)c1C#N	1	-6	2%	?	8	-1	1%	0%	-1%	4%
13	O=C(N/N=C/C(Cl)=C/c1ccc([N+](=O)[O-])cc1)C(=O)Nc1cccc(C(=O)O)c1	-24	1	-6%	?	5	/	-4%	-1%	-2%	1%
14	Cn1c(=O)c2c(nc(N3CCOCC3)n2CCSc2ncccn2)n(C)c1=O	1	9	-1%	0%	34	7	-10%	-2%	-2%	-4%
15	COc1ccccc1NS(=O)(=O)c1cccc(C(=O)N2CCCC2)c1	-13	/	-18%	0%	-16	/	8%	-24%	/	6%
16	CC(=O)c1cccc(NC(=O)N2CCCc3ccccc32)c1	-11	-5	-5%	?	-2	6	0%	0%	-9%	1%
17	CCOC(=O)c1ccc(NC(=O)N2CCOCC2)cc1	7	-1	-1%	?	2	-7	10%	/	13%	-1%
18	Cc1ccc(C)n1-c1ccc(N2CCOCC2)c([N+](=O)[O-])c1	7	21	-20%	?	-8	-5	-1%	6%	0%	-4%
19	CC(C)(/C=N/O)/[N+]([O-])=C/c1ccccc1	-4	-1	2%	-11%	32	2	12%	-2%	1%	-1%
20	CC(C)(C)C(=O)NCc1ccc(C(=O)CSc2nnc(C3CC3)n2C2CC2)s1	-9	-6	8%	-5%	-6	1	6%	-4%	3%	3%
21	Cc1ccnc2c1ccc1c(C)ccnc12	17	/	?	2.3µM*	-7	6	-17%	-1%	10%	-1%
22	CCCCN(C)C(=O)c1cc2cc([N+](=O)[O-])cc(OC)c2oc1=O	-4	0	1%	6%	-11	0	0%	-3%	-4%	3%
23	CCCOc1ccccc1Cn1c(=O)oc2ccc(C)cc21	-6	-13	-1%	-3%	-4	20	/	/	15%	1%
24	O=C1/C(=C/c2ccc([N+](=O)[O-])cc2)Oc2cc(O)ccc21	-3	-32	-27%	?	-3	2	1%	3%	-2%	-3%
25	COc1ccc(-c2csc(N3CCN(C(=O)c4ccco4)CC3)n2)cc1	15	-18	1%	-16%	0	/	1%	-3%	-2%	11µM*

Fetched by structure from the entries so far (three):
entry	Compound	KCNH2 3.1 inh	TSHR antag	Eya2 inh	ELG1 DNA repair	hERG WT inh	TRPV1 ag	A-T KAP1 phos	TCR act	Mito fusion act	USP2a block
8	O=C(NCc1n[nH]c(=S)n1-c1ccccc1)c1ccc(S(=O)(=O)N2CCOCC2)cc1	15	-4	-7%	-1%	8	0	1%	2%	-2%	-1%
10	N=c1ccccn1CC(O)COc1ccccc1 (stereo not drawn)	-4	-2	0%	-1%	7	-1	5%	1%	3%	-1%
22	CCCCN(C)C(=O)c1cc2cc([N+](=O)[O-])cc(OC)c2oc1=O	-4	0	1%	6%	-11	0	0%	-3%	-4%	3%

Going on with the list.
entry	Compound	KCNH2 3.1 inh	TSHR antag	Eya2 inh	ELG1 DNA repair	hERG WT inh	TRPV1 ag	A-T KAP1 phos	TCR act	Mito fusion act	USP2a block
26	CCCC(=O)Nc1cccc(NC(=S)NC(=O)C(C)Oc2ccc(Cl)cc2Cl)c1 (stereo not drawn)	9	8	-5%	21µM*	-2	4	3%	-2%[46.1 µM]	?	-10%
27	Cn1cccc1C(=O)Nc1ccc(Cl)c(S(=O)(=O)N2CCCCC2)c1	-5	-8	?	?	-1	/	-4%	-3%	/	2%
28	COC(=O)c1ccccc1NC(=O)c1ccccc1N(C)S(=O)(=O)c1ccccc1	5	-2	-1%	?	-3	19	4%	-1%[46.1 µM]	25%	0%
29	CCC(=O)Nc1ccc(C(=O)Nc2cccc(C)n2)cc1	6	1	-12%	?	7	4	2%	3%	3%	2%
30	Cn1nccc1C(=O)N1CCN(c2ccccc2Cl)CC1	0	7	5%	10%	-4	24	-7%	-1%	5%	0%
31	Cn1cc(CCNC(=O)C2CCC(=O)N(CCc3ccc(Cl)cc3)C2)cn1 (stereo not drawn)	2	-6	-7%	0%	18	-2	6%	1%	1%	3%
32	CC(C)C(=O)Nc1nc(-c2ccc3c(c2)CCN3C(=O)C2CC2)cs1	3	-2	1%	30%	4	-3	-9%	-2%	16%	-2%
33	O=C(COC(=O)CCCN1C(=O)c2ccccc2C1=O)Nc1ncc(Cl)cc1Cl	-2	-3	5%	16%	2	1	-3%	-2%	0%	-1%
34	COc1ccc2sc(NC(=O)NC(=O)c3c(Cl)cccc3Cl)nc2c1	-20	-2	20%	-7%	-5	-2	-6%	21%	5%	-5%
35	CCN(CC)c1ccc2c(C)c(CO)c(=O)oc2c1	15	-1	-1%	?	2	1	?	-4%	-5%	3%
36	N#Cc1cccc(-n2nnnc2-c2ccc3c(c2)OCO3)c1	6	-1	6%	?	-10	-3	0%	-3%	13%	2%
37	COCCNC(=O)C(c1ccco1)N(C(=O)Cn1nnc2ccccc21)c1ccc(C)cc1C (stereo not drawn)	-6	-6	11%	2%	-1	-3	-4%	-2%	-1%	-1%
38	Cc1cccc2sc(NC(=O)c3ccc(OCC4CCCO4)cc3)nc12 (stereo not drawn)	-2	-24	13%	6%	-4	1	5%	/	-1%	4%
39	CCN(CC)N=Nc1ccc(C(=O)O)cc1	-19	1	6%	?	4	2	-4%	-6%[46.1 µM]	-4%	1%
40	Cc1onc(-c2c(Cl)cccc2Cl)c1C(=O)NCCc1ccc(S(N)(=O)=O)cc1	8	6	-15%	-2%	10	-4	-3%	17%	0%	0%
41	O=C(Nc1cc2c3c(c1)CC(=O)N3CCC2)c1ccco1	11	4	-17%	?	2	-6	/	-4%	0%	4%
42	Cc1c(Br)cc(C(=O)NCc2ccco2)c(C)c1C	1	-5	7%	1%	-6	7	-4%	-6%	-1%	-2%
43	CC(C)c1nc(SCC(=O)N2CCCCCC2)c2c(=O)n(C)c(=O)n(C)c2n1	-18	-21	-2%	?	-2	21	38%	-1%	6%	-1%
44	CC(Sc1nnc(-c2cc3ccccc3o2)n1-c1ccccc1)C(=O)O (stereo not drawn)	-5	-8	-11%	-5%	-1	1	-3%	-1%	-3%	2%

3 consecutive records from above:
entry	Compound	KCNH2 3.1 inh	TSHR antag	Eya2 inh	ELG1 DNA repair	hERG WT inh	TRPV1 ag	A-T KAP1 phos	TCR act	Mito fusion act	USP2a block
42	Cc1c(Br)cc(C(=O)NCc2ccco2)c(C)c1C	1	-5	7%	1%	-6	7	-4%	-6%	-1%	-2%
43	CC(C)c1nc(SCC(=O)N2CCCCCC2)c2c(=O)n(C)c(=O)n(C)c2n1	-18	-21	-2%	?	-2	21	38%	-1%	6%	-1%
44	CC(Sc1nnc(-c2cc3ccccc3o2)n1-c1ccccc1)C(=O)O (stereo not drawn)	-5	-8	-11%	-5%	-1	1	-3%	-1%	-3%	2%
